# Screening data from PubChem BioAssay.
# Rtt109 Vps75: inhibitors of Candida albicans Rtt109/Vps75 histone acetyltransferase; Q5AAJ8; purified Rtt109/Vps75, ThioGlo CoA-SH fluorescence, 4 h; inhibition, % at 34.9 µM; 330,000 tested, 0.16% active; AID 540336;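 active = inhibition of at least 50% in every replicate; inconclusive = best replicate reaches 50% inhibition but some replicates fall short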
# PfHsp90 yeast 2: growth inhibition of yeast expressing Plasmodium Hsp90; 310,000 tested, 0.32% active; S. cerevisiae expressing PfHsp90, BacTiter-Glo ATP, 48 h; yeast lacking PDR1 and PDR3 efflux regulators; inhibition, % at 9.4 µM;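 active = every replicate shows inhibition above about 80%, whatever the replicate mean, limit read from the data; inconclusive = mean inhibition reaches the set limit but some replicate falls short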;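 also: 0% = DMSO neutral controls and 100% = 20 µM radicicol positive controls; yeast relying on Plasmodium falciparum Hsp90 in place of its own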
# NSD2 HMT inh: NSD2 (human) methyltransferase inhibition. 310,000 tested, 0.54% active. NSD2 peptide methylation, AlphaScreen, 120 min. AID 743445. inhibition, % at 12.5 µM. O96028; in the data active = inhibition above about 50%
# Target sequence (O96028 whole entry, looked up): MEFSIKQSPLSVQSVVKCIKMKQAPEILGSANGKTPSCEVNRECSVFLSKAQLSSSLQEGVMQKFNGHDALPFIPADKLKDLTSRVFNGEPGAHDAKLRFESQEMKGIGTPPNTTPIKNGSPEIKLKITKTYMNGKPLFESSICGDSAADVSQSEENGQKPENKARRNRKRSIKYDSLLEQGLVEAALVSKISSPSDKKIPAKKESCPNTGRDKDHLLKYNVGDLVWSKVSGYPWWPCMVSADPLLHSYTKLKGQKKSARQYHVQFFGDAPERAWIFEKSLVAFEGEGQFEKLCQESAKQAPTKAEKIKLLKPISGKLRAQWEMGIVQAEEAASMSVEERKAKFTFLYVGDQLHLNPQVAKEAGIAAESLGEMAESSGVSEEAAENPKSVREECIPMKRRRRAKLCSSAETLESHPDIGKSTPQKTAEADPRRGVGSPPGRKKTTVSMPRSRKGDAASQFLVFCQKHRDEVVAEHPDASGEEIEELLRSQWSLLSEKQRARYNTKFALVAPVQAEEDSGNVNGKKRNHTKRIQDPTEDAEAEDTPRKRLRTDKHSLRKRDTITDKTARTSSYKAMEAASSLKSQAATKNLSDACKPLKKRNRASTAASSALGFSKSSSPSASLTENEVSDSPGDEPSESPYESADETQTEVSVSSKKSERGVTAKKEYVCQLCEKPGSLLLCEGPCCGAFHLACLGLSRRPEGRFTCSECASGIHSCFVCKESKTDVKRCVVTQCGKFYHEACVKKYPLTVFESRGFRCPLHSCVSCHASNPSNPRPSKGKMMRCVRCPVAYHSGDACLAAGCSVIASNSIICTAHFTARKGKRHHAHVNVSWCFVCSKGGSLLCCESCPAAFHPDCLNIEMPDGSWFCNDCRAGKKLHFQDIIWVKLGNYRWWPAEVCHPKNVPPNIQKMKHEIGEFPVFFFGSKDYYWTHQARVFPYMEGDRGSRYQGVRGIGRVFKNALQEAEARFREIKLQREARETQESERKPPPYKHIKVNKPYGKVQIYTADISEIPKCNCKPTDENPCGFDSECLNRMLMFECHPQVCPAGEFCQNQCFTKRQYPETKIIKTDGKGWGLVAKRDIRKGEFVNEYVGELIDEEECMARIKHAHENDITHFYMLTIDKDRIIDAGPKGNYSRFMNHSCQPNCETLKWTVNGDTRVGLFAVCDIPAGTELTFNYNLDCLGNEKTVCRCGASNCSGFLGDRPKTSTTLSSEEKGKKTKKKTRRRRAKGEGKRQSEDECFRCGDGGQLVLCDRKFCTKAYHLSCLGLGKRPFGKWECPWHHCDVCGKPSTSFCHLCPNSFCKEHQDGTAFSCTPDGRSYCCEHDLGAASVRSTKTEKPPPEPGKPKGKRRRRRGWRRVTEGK
# dFosB activator: activators of mouse delta FosB homodimer. P13346. purified delta FosB, TAMRA-CDK5 oligo fluorescence polarization; percent of positive-control signal above neutral wells. 340,000 tested, 0.99% active. activation, % at 25 µM;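 active = mean activation above about 17%, with every replicate also reaching it, limit read from the data, passing the limit was not always enough; inconclusive = only one of the two conditions met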;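 also: fluorescence polarization rise as delta FosB binds a TAMRA Cdk5 AP-1 oligo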
# SR-BI uptake up: SR-BI HDL lipid transfer activation; activation, % at 12.5 µM; 320,000 tested, 0.096% active; AID 504775; CHO ldlA[mSR-BI] cells, DiI-HDL uptake fluorescence, 3 h; 100 = double the neutral-control signal;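 active = mean replicate activation of at least 60% and every replicate at or above 60%; inconclusive = mean or all-replicate condition met, but not both; inactive = mean below 60% and not all replicates reaching 60%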;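 also: 0% = median plate neutral-control signal and 100% = twice that signal; values of inactives mirror those of a sister screen read the other way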
#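 Test system: SR-BI-overexpressing, LDLR-lacking CHO cells; Also added: labelled HDL, 10 µg/mL; Measured by: bottom-read cell fluorescence after medium removal, ex 550/em 595 nm; Timing: 3 h uptake period with compound, 37 °C; Buffer or medium: F12, 0.5% BSA, 25 mM HEPES; Doses: single compound concentration, delivered by pin transfer.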
# SR-BI HDL uptake: mouse SR-BI HDL lipid transfer inhibition | Q61009 | ldlA[mSR-BI] CHO cells, DiI-HDL uptake fluorescence, 3 h | inhibition, % at 12.5 µM | 320,000 tested, 0.96% active;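 active = mean replicate inhibition of at least 70% and a set share of replicates each scoring 70 or more; inconclusive = meets just one of the two criteria; inactive = fails both criteria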;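 also: 0% = median of neutral control wells and 100% = median of positive control wells; values of inactives mirror those of a sister screen read the other way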
# MITF act: increases MITF-driven TRPM1 promoter luciferase signal; SK-MEL-5 TRPM1-promoter luciferase, 24 h; % of positive control, neutral wells = 0; activation, % at 12.5 µM; 300,000 tested, 0.75% active; AID 588334;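 active = mean activation of at least 80% with every replicate also reaching 80%; inconclusive = mean reaches 80% but some replicate falls short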;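 also: 0% = neutral control wells and 100% = parthenolide positive control wells; values of inactives mirror those of a sister screen read the other way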
# CAL PDZ FP-1: blocks peptide binding to human CAL PDZ domain; 330,000 tested, 0.02% active; Q9HD26; inhibition, % at 20 µM; AID 504414; purified CAL PDZ, TMR-peptide fluorescence polarization, 1 h;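 active = highest replicate inhibition of at least 40%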;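 also: plate controls were DMSO neutral control wells for no effect and unlabeled competitor peptide control wells for full effect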
#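 material = purified tagged CAL PDZ domain construct (CerCALP) | compound dosing = 20 µM, one dose | times = 1 h at RT | measured by = fluorescence polarization from S- and P-plane intensities, G-factor corrected | read-out = inhibition from polarization loss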
# PvdQ acylase: P. aeruginosa PvdQ acylase inhibition. purified PvdQ acylase, fluorescence plate reader. inhibition, % at 10 µM. 340,000 tested, 0.063% active. AID 488965; in the data active = inhibition above about 30%, passing the limit was not always enough; inconclusive = no clear call, values can overlap the other calls;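 also: 0% = vehicle neutral wells and 100% = reference inhibitor wells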
# CAL PDZ FP-2: CAL PDZ (human) peptide binding inhibition; Q9HD26; purified CAL PDZ, TMR-peptide fluorescence polarization, 1 h; inhibition, % at 24.9 µM; 300,000 tested, 0.92% active; AID 602252;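 active = mean inhibition of at least 30% with at least half of replicates also reaching 30%; inconclusive = no clear call, values can overlap the other calls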;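 also: 0% = DMSO neutral control and 100% = excess unlabeled competitor peptide PRC23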
# * marks the source's active call; other numbers are inactive results; ? = inconclusive; . = no result given.
# Second line of a record: Rtt109 Vps75	PfHsp90 yeast 2	NSD2 HMT inh	dFosB activator	SR-BI uptake up	SR-BI HDL uptake	MITF act	CAL PDZ FP-1	PvdQ acylase	CAL PDZ FP-2
[1] CCc1c(C#N)c(SCCC(=O)Nc2ccc(F)cc2)nc2c1C(=O)CC(C)(C)C2
 : 0	23	2	5	-65	65	11	-0.7	-10	-1
[2] COC(=O)c1cc(-c2c[nH]c3ccccc23)n[nH]1
 : 2	-3	0	3	-19	19	.	0.5	5	-5
[3] CCOC(=O)c1c(/N=C/C2C(=O)CCCC2=O)sc(C)c1C
 : -3	6	3	-4	31	-31	-3	0.1	-19	-1
[4] Cc1ccc(Nc2c(-c3ccc(N4CCOCC4)cc3)nc3ncccn23)cc1C
 : 3	3	.	-16	53	-53	.	0.2	-9	.
[5] CC1CCCN(CC(O)COc2ccc(S(=O)(=O)N3CCCC3)cc2[N+](=O)[O-])C1 (stereo unspecified)
 : -2	-11	-1	-4	4	-4	9	-1.3	8	1
[6] O=C(NCc1cccnc1)/C(=C/c1ccco1)NC(=O)c1ccccc1
 : 7	10	4	-10	14	-14	-1	0.0	7	-4
[7] CC1Sc2ccc(S(=O)(=O)CCC(=O)NC(C)c3ccccc3)cc2NC1=O (stereo unspecified)
 : 3	4	1	-5	2	-2	-4	-0.9	4	-7
[8] Cc1nc2c(sc3nc(N4CCOCC4)c4c(c32)CC(C)(C)OC4)c(-c2ccccc2)c1C(=O)O
 : 3	-16	-1	-12	.	.	-8	-0.7	-14	-3
[9] CC(C)(C)N1C(=O)[C@H]2[C@@H](c3ccc(Br)cc3)N3C(=O)N(c4cccc(F)c4)C(=O)[C@@]3(Cc3ccccc3)[C@H]2C1=O
 : 8	2	.	-9	21	-21	-7	-0.4	-9	4
[10] N#Cc1nc(-c2ccc(F)cc2)oc1NCc1cccc2c1OCO2
 : 7	-115	.	6	2	0	.	-0.9	-14	.
[11] COc1ccc(OC)c(N/C(=N/c2nc(C)cc(C)n2)NC(C)=O)c1
 : 4	-29	3	-15	23	-23	.	-1.2	-11	-7
[12] COc1ccccc1NC(=O)CN1CCN(CC(=O)Nc2ccccc2Cl)CC1
 : 8	-22	-3	2	5	-5	-6	-0.3	-2	-2
[13] C=C1CCN([C@@H](CC(C)C)C(=O)NCc2cc(OC)c(OC)c(OC)c2)S(=O)(=O)c2ccccc21
 : 8	.	.	-14	1	-1	3	-1.1	-14	0
[14] CCOCCOC(=O)c1ccc(NC(=O)c2cc(OC)c(OC)c(OC)c2Br)cc1
 : 7	4	-3	-6	-55	55	-2	-0.6	1	-12
[15] COc1ccc(C(=O)N2CCN(C(=O)C3COc4ccccc4O3)CC2)cc1 (stereo unspecified)
 : 0	1	2	-2	-18	18	2	-3.0	-5	0
[16] CCC(C(=O)Nc1ccc(S(=O)(=O)Nc2ncccn2)cc1)c1ccccc1 (stereo unspecified)
 : -5	25	-4	-2	0	0	.	-1.4	-14	2
[17] O=C(NC1CCCCC1)c1ccccc1NC(=S)NC(=O)C1CC1
 : -1	16	1	15	-14	14	-17	0.8	9	2
[18] COc1cc(C(=O)N2CCC(C(N)=O)CC2)ccc1OCc1c(C)noc1C
 : 5	-11	-1	-3	21	-21	2	-1.8	9	7
[19] COc1ccc(OC)c(CC(NC(C)=O)C(=O)NC2CCN(S(=O)(=O)c3ccc(NC(C)=O)cc3)CC2)c1 (stereo unspecified)
 : -7	-16	0	-10	-4	4	6	0.0	-13	-8
[20] CCN(CC)CCCNC(=O)c1cn(-c2cccc(OC)c2)c(=O)c2ccccc12
 : 7	-14	36	7	1	-1	2	0.2	-16	-10
[21] Oc1ccc(C(=Nc2ccccc2)c2ccccc2)c(O)c1
 : 16	7	-2	-2	2	-2	-3	-1.6	2	-6
[22] CCOC(=O)C(NCc1ccco1)(NC(=O)c1ccc(OC)cc1)C(F)(F)F (stereo unspecified)
 : -2	24	0	2	9	-9	-7	-0.3	-15	-3
[23] CCC(C(=O)Nc1ccccc1C(=O)N1CCCC1)N1C(=O)c2ccccc2C1=O (stereo unspecified)
 : 6	.	3	-7	20	-20	-8	0.1	-10	-3
[24] COc1ccc(CCC(=O)N2CCCC(Nc3ccc(C)c(C)c3)C2)cc1OC (stereo unspecified)
 : -4	7	9	-4	-5	5	-9	-1.6	-3	-1
[25] N#Cc1ccc(S(=O)(=O)Nc2ccc3ccccc3n2)cc1
 : -7	-12	-1	-5	11	-11	-1	-0.5	-16	9
[26] COc1ccc2c(c1OC)C(=O)OC2c1c(O)nc(SC)n(-c2ccccc2)c1=O (stereo unspecified)
 : -7	8	10	-4	24	-24	1	0.3	-1	-1
[27] CCCNC(=O)C1CN(S(=O)(=O)c2ccc(C)cc2)c2ccccc2O1 (stereo unspecified)
 : -6	-15	-6	-7	-3	3	-2	0.4	-12	-10
[28] Cc1nc(CCNC(=O)CC2C(=O)NCCN2CC(C)(C)C)nc2c1CCC2 (stereo unspecified)
 : 2	1	-1	3	13	-13	-1	-1.1	5	0
[29] CC(C)c1ccc(NC(=O)C(c2ccccc2)N2CCN(C=O)CC2)cc1 (stereo unspecified)
 : 11	-1	-2	-2	11	-11	7	-1.7	-13	-4
[30] O=C(NCc1cc([N+](=O)[O-])ccc1O)c1cccnc1Sc1ccccc1
 : 7	-15	2	4	3	-3	1	0.0	-9	.
[31] CCOc1ccc(S(=O)(=O)NCCCl)cc1
 : 3	5	-7	-2	21	-21	2	-0.5	3	-6
[32] O=C(Nc1cccc([N+](=O)[O-])c1)c1ccc(CN2CCOCC2)cc1
 : 2	-1	-4	-5	-14	14	30	-0.1	5	-4
[33] C=CCOc1ccc(C(=O)Nc2ccc(OCC)cc2)cc1
 : .	-16	-1	-12	-14	14	21	-3.0	-8	-4
[34] CCn1c(SCC(=O)NNC(=O)c2ccccc2)nnc1-c1ccco1
 : 0	11	0	7	-4	4	-8	-1.6	-5	-3
[35] CCn1c(SCC(=O)NC2CCCCC2C)nnc1-c1ccc(OC)cc1 (stereo unspecified)
 : 2	-40	-2	-2	.	.	.	-0.8	-11	-1
[36] O=C(Nc1ccc(Oc2cccnc2)cc1)c1ccccc1F
 : 2	1	-3	-5	1	-1	74	-0.6	5	-3
[37] O=C(CCNC(=O)c1ccc(Cl)cc1)NCc1ccco1
 : -5	-5	1	1	4	-4	2	0.1	-8	8
[38] Cn1nnnc1NCc1ccccc1F
 : 0	-30	-2	1	4	-4	.	-0.1	-9	2
[39] CCOC(=O)C1CCN(S(=O)(=O)c2ccc3[nH]c(=O)ccc3c2)CC1
 : 5	11	.	0	18	-18	.	0.0	-12	-1
[40] O=C(CN1CCCc2ccccc21)NCCc1ccc(F)cc1
 : 0	25	4	-4	10	-10	-14	-0.6	-5	-4
[41] COc1ccc(C(=O)c2ccc(N3CCN(C(=O)c4ccc(F)cc4)CC3)c(F)c2)cc1Br
 : -3	-19	5	2	-22	22	-4	-1.3	9	2
[42] Cc1ccccc1NC(=O)N1CCNC(=O)C1CC(=O)Nc1cc(Cl)ccc1Cl (stereo unspecified)
 : -1	-14	-1	1	6	-6	7	-0.6	-17	0
[43] O=C(O)C[C@@H](CNC(=O)COc1ccc2ccc(=O)oc2c1)c1ccc(Cl)cc1
 : 11	-6	1	2	12	-12	-6	-2.0	-9	-1
[44] CCOC(=O)N1CCN(Cc2nnc(-c3ccccc3Cl)o2)CC1
 : 1	4	-1	0	3	-3	1	1.0	-3	-1
[45] COc1ccc(OCC(=O)Nc2sc3c(c2C(=O)NCC2CCCO2)CCC3)cc1 (stereo unspecified)
 : -7	-17	-3	-10	-24	24	8	-2.0	-8	-2
[46] Cn1c(C(=O)N(Cc2ccccc2)Cc2cccs2)cc2sccc21
 : -3	.	-4	-3	-15	15	5	.	0	-1
[47] O=C1COc2ccc(S(=O)(=O)N3CCN(c4ccccc4)CC3)cc2N1
 : -14	-7	-5	-6	11	-11	-9	-2.0	-8	-6
[48] C=CCn1c(SCC(=O)c2ccc(O)c(O)c2)nnc1-c1cccc(OC)c1
 : 6	21	.	-1	-11	11	-5	0.5	-8	-3
[49] CCOC(=O)c1csc(COc2ccccc2Cl)n1
 : -3	-14	-1	-7	-3	3	.	-1.0	22	-6
[50] Cc1ccc(CNC(=O)CN(c2ccc(C)cc2)S(=O)(=O)c2c(C)n[nH]c2C)cc1
 : 9	21	6	-22	34	-34	2	-2.4	-7	-2
[51] NC(=O)c1ccc(Nc2ccc([N+](=O)[O-])cc2[N+](=O)[O-])cc1
 : 27	29	-1	-5	-9	9	5	-0.2	22	.
[52] N#CC1=C2SCN(Cc3ccccc3)CN2C(=O)CC1c1cccs1 (stereo unspecified)
 : 1	1	.	2	17	-17	4	0.2	-13	-1
[53] CCOc1ccc(S(=O)(=O)NCC2(N3CCCCC3)CCCCC2)cc1
 : -5	22	1	-8	18	-18	8	-0.7	-13	-2
[54] CC(C)CC(NS(=O)(=O)c1cccc(C(=O)O)c1)C(=O)O (stereo unspecified)
 : -1	-3	5	-12	13	-13	-2	1.2	-13	-3
[55] CCn1cnc2c1c(=O)n(Cc1csc(-c3ccccc3)n1)c(=O)n2Cc1ccccc1
 : 13	-2	0	3	-16	16	.	-2.7	-1	.
[56] COc1ccc(S(=O)(=O)Nc2ccccn2)cc1OC
 : -4	-5	-1	-9	22	-22	0	-1.3	4	-1
[57] COc1ccccc1NC(=O)CSc1nncn1-c1ccccc1
 : 5	9	-4	3	19	-19	.	0.5	-12	-5
[58] COc1ccc(-c2ccc3c(c2)S(=O)(=O)c2cccc(C(=O)NC[C@@H]4CCCO4)c2C3=O)cc1OC
 : -3	7	.	-4	-50	50	0	-0.1	-14	-1
[59] O=C(O)c1ccc(NS(=O)(=O)c2cccc(C(=O)Nc3ccc([N+](=O)[O-])cc3)c2)cc1
 : 7	-11	-1	-2	-25	25	.	-1.0	-11	-4
[60] CCOC(=O)c1c(-c2ccc(C)cc2)cn2ccccc12
 : 0	-3	5	6	-11	11	8	-0.4	-7	-2
[61] Cc1ccc(-c2n[nH]c(Cc3ccccc3)n2)cc1
 : -16	-20	2	0	-2	2	?	-2.4	0	-3
[62] Cc1ccccc1-c1cc(C(=O)NCc2cccs2)n(CC2CC(c3cccnc3)=NO2)n1 (stereo unspecified)
 : 0	.	.	10	-14	14	-3	-2.2	10	-2
[63] N#Cc1ccc(Cl)cc1NC(=O)CNCc1cccs1
 : -24	-9	-1	-8	8	-8	9	-0.5	-10	5

# Hits appear at their usual frequency; about 4.3% have a hit in one of these screens.
